# High-throughput results as filed in PubChem BioAssay.
# IkB signaling = IkB pathway inhibition in ABC-DLBCL cells; AID 445; Potency, µM (highest dose often 57.1 µM), for inactives: at the top dose IkBa stabilization activation; ABC-DLBCL IkBa-CBG/CBR dual luciferase ratio, 4 h; response scale: scaled: untreated 0%, proteasome inhibitor 100%; 110,000 tested, 0.04% active; active = well fitted curve in the direction sought with a large enough effect in the signal ratio, not every such curve was filed as active; inconclusive = small, poorly fitted or top-dose-only effect, or a change in a side signal; the % refers to the signal ratio;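 also: the direction sought is a rising ratio; 0% = basal untreated cells and 100% = reference inhibitor full response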
#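 In this assay, an IκBα–CBG68 fusion accumulates when IKK-driven degradation is blocked; native CBR normalizes for cell number. OCI-Ly3 cells were treated 4 h with compound and doxycycline, then green and red light read after Chroma-Glo addition.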
# p53ts 39C kill = p53ts cell cytotoxicity, nonpermissive temperature; H1299-p53A138V viability at 39C, ATP luminescence, 24 h; Potency, µM (top dose mostly 46.1 µM), without a hit: top-dose activity change, negative = cell killing, hits mostly cytotoxic; 130,000 tested, 1.5% active; AID 902; also: nearly all actives have a fitted effect of over 55% in size
# p53ts 32C tox = kills p53ts cells at the permissive temperature; H1299-p53A138V at 32C, ATP luminescence viability, 24 h; Potency, µM (highest dose often 46.1 µM), inactives show at the top dose activity change, negative = cytotoxicity, most hits filed as cytotoxic; 130,000 tested, 0.93% active; AID 924;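 also: 0% = DMSO and -100% = full killing by reference compound; nearly all actives have a fitted effect of over 55% in size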
#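 H1299-p53 A138V cells (temperature-sensitive p53) exposed 24 h to up to 46 uM compound at 32C, where p53 is wild-type in conformation. Viability read as ATP luminescence and normalised to DMSO and 100 uM tamoxifen. AC50 fitted with the Hill equation.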
# Imprint erasure = genomic imprint erasure induction | mouse ES Peg3-LacZ reporter, beta-gal luminescence, 40 h | 110,000 tested, 0.02% active | Potency, µM (highest dose often 60.7 µM), without a hit: at the highest dose activity change, positive = activation, hits mostly activators;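 also: 0% = negative control wells on the plate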
#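 Readout: BetaGlo luminescence (5 min, room temp) for LacZ from the normally silent maternal Peg3 allele in female Peg3LacZ-Neo ES cells. Cells 300/well, 40 h, 37C, 5% CO2. Data normalized per plate to negative controls.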
# * = called active by the depositor; ? = inconclusive; · = not tested or not shown; & = joins results of further samples; [ ] = another dose, or the depositor's remark. Unless noted, calls follow the shape of the dose curve; as a rule, active = well fitted curve in the direction sought with a large enough effect; inconclusive = small, poorly fitted or top-dose-only effect, or another doubt; inactive = no such curve, though single readings can be large; an effect the other way counts as inactive or inconclusive. Unless noted, % is scaled to controls: 0 for no effect and ±100 for the full control effect; potency is read from the fitted curve at half-maximal effect.
smiles	IkB signaling	p53ts 39C kill	p53ts 32C tox	Imprint erasure
CC(C)c1ccc(Cc2cnc(NC(=O)c3ccc4c(c3)CC(c3ccccc3)OC4=O)s2)cc1 (configuration not stated)	-0.7%	-15%	1%	-6%[10.9 µM]
Cc1cc(C)cc(NC(=O)CCN2CC(C)OC(C)C2)c1 (configuration not stated)	0.3%	6%	4%	-10%
CN1CCN(c2ncc3ncc(=O)n(Cc4cccs4)c3n2)CC1	3.1%[11.4 µM]	10%	-2%	·
COc1ccc(N2CCN(C3CC(=O)N(C)C3=O)CC2)cc1 (configuration not stated)	0.2%	7%	2%	0%
Cc1ccc(SCC(=O)Nc2ccc3oc(-c4ccccc4F)nc3c2)cc1	?	-4%	-2%	-16%[10.9 µM]
COC(=O)c1ccc(CSc2nncn2C)cc1	?	-7%	3%	-10%
CCCCC(CC)COCCCN (configuration not stated)	-1.6%	-5%	6%[1.84 µM]	-9%
C=CCSc1nnc(NC(=O)CSc2nc(CCC)cc(=O)[nH]2)s1	?	7%	-9%	-12%
Cn1c(=O)n(-c2cccc(Cl)c2)c(=O)c2sc3ccccc3c21	-1.3%	6%	12%	16%[10.9 µM]
COC(=O)c1ccc(NC(=O)CCN2CCN(c3ccccc3)CC2)cc1	0.4%	2%	-7%	-14%
Cc1cc(C)cc(-n2c(SCC(=O)N3CCC(C)CC3)nc3c([nH]c4ccccc43)c2=O)c1	-1.3%	-14%	17%	-4%[10.9 µM]
CC(C)CCn1c(=O)c2cccnc2n(CC(=O)Nc2ccccc2F)c1=O	-1.0%	-2%	-4%	-12%[10.9 µM]
Cc1cccc(N(C)C(=O)C2CCC(CNS(=O)(=O)c3cccc4nsnc34)CC2)c1 (configuration not stated)	?	4%	4%	17%[10.9 µM]
COC(=O)c1ccccc1N(Cc1ccccc1)S(C)(=O)=O	0.4%	-1%	0%	1%
Cc1c(Nc2nc3ccccc3n3c(C)nnc23)cccc1C(=O)O	?	-11%	23%	-12%[10.9 µM]
Cc1ccc(NC(=O)CN2C(=O)C(c3ccccc3)=NC23CCCCC3)cc1C	?	-17%	27%	-7%[10.9 µM]
COCCCNC(=O)c1ccc(CNS(=O)(=O)c2ccc(NC(C)=O)cc2)cc1	-0.1%	-2%	-14%	-11%
COc1cc(OC)cc(C(=O)Nc2ccc3nc(N4CCCCC4)cc(C)c3c2)c1	?	?	7%	-17%[10.9 µM]
Cc1c2cnn(CC(=O)NCc3ccc(F)cc3)c(=O)c2c(C)n1Cc1ccccc1F	0.0%	-10%	20%	-8%[10.9 µM]
c1ccc(-c2onc3cc4c(cc23)OCCO4)cc1	?	?	?	-76%[inhibitor]
NS(=O)(=O)c1ccc(CNC(=O)C2CCCCC2)cc1	2.6%	9%	-3%	9%
Nc1c(S(=O)(=O)c2cccs2)c2nc3ccccc3nc2n1Cc1ccc2c(c1)OCO2	?	7%	12%	-21%
CCOC(=O)N1CCN(S(=O)(=O)c2c(C)nn(C)c2C)CC1	-0.6%	-6%	-6%	-6%
Cn1c(=O)nc2n(-c3ccc(Br)cc3)c3cccc(Cl)c3cc-2c1=O	?	9%	9%	-9%[10.9 µM]
Cc1ccc(C)c(N2CCN(C(=O)CCCn3c(=S)[nH]c4cc5c(cc4c3=O)OCO5)CC2)c1	?	9%	10%	-16%
COc1ccc(-c2nn3c(-c4ccc(OC)cc4)nnc3c3ccccc23)cc1	-0.5%	3%	-8%	-8%[10.9 µM]
Cc1ccc(N2CC(NC(=O)C(=O)c3c[nH]c4ccccc34)CC2=O)cc1 (configuration not stated)	?	-4%	-2%	4%[10.9 µM]
Cc1ccc(CNC(=O)c2cc(-c3ccc(C)c(C)c3)nc3ccccc23)cc1	?	?	-9%	-14%[10.9 µM]
Cc1ncc([N+](=O)[O-])n1CCOC(=O)NC(NCc1cccnc1)C(Cl)(Cl)Cl (configuration not stated)	·	5%	-7%	·
Cn1c(Cn2c(=O)sc3ccccc32)nnc1SCc1ccccn1	0.6%	7%	0%	-6%

# The list goes on (4 carried over from the part before).
smiles	IkB signaling	p53ts 39C kill	p53ts 32C tox	Imprint erasure
Cc1ccc(N2CC(NC(=O)C(=O)c3c[nH]c4ccccc34)CC2=O)cc1 (configuration not stated)	?	-4%	-2%	4%[10.9 µM]
Cc1ccc(CNC(=O)c2cc(-c3ccc(C)c(C)c3)nc3ccccc23)cc1	?	?	-9%	-14%[10.9 µM]
Cc1ncc([N+](=O)[O-])n1CCOC(=O)NC(NCc1cccnc1)C(Cl)(Cl)Cl (configuration not stated)	·	5%	-7%	·
Cn1c(Cn2c(=O)sc3ccccc32)nnc1SCc1ccccn1	0.6%	7%	0%	-6%
CCc1cccc(C)c1NC(=O)C1CCN(S(=O)(=O)c2cccc3nonc23)CC1	5.5%	4%	5%	-1%[10.9 µM]
c1ccc(N2CCN(Cc3nnc(-c4ccc5c(c4)OCO5)o3)CC2)cc1	2.3%	10%	2%	6%[10.9 µM]
Cc1cc(N2CCN(C3CCCCC3)CC2)nc2cccc(O)c12	4.0%	-4%	-2%	-8%
COc1ccccc1Nc1cc(C(=O)NCCCN(C)C2CCCCC2)c2ccccc2n1	?	10µM*	?	21%[10.9 µM]
COC(=O)CCC(C)C1CCC2C3CC[C@H]4CC(O)CC[C@@]4(C)C3CC(O)[C@]12C (some centres not stated)	·	-29%	-11%	19%
CN(C)c1ccc(-c2nc(N3CCNCC3)c3ccccc3n2)cc1	-4.9%[11.4 µM]	10µM*	13µM*	-65%[inhibitor]
Cc1ccc(S(=O)(=O)NCCCN2CCOCC2)c(C)c1	0.3%	14%	-1%	-5%
CCOC(=O)CSc1nc(-c2ccc(C)cc2C)cc(-c2ccccc2)c1C#N	3.2%	8%	14%	-10%[10.9 µM]
COc1ccc(C(=O)N2CCC3(CCCN(C)C3)CC2)cc1	0.8%[11.4 µM]	-3%	-19%	·
COc1cccc(NS(=O)(=O)c2ccc3[nH]cc(C(=O)NCCC(C)C)c(=O)c3c2)c1	?	-20%	-20%	-15%
Cn1c(C(=O)Nc2ccc(OC(F)(F)F)cc2)cc2c(=O)n3ccccc3nc21	1.1%	1%	3%	-7%[10.9 µM]
O=C(Nc1ccc(-c2noc(-c3cccs3)n2)cc1)c1cccnc1	4.1%	?	-14%	-60%[inhibitor]
COc1cccc(-n2c(SCc3ccccc3C)nc3c([nH]c4ccccc43)c2=O)c1	0.8%	?	5%	-13%[10.9 µM]
Cn1nnnc1SCC(=O)Nc1c(Cl)cccc1Cl	0.9%	3%	7%	1%
COCCNC(=O)C1(CC(C)C)C=CCN1C(=O)c1ccccc1 (configuration not stated)	·	-8%	0%	-2%
O=P(CCC(F)(F)F)(CCC(F)(F)F)CCC(F)(F)F	2.4%	1%	-3%	-7%
COc1ccccc1CN(CC(=O)NCc1ccco1)C(=O)CNS(=O)(=O)c1ccc(C)cc1	?	-22%	17%	-10%
Cc1ccc(-c2csc(NC(=O)c3cccc(N4C(=O)CCC4=O)c3)n2)o1	2.2%	?	?	-14%
O=C(NC1CCCCCC1)C1CCN(S(=O)(=O)c2cccc3cccnc23)CC1	0.5%	-2%	0%	-4%
Cc1ccc(C)c(Cn2c(=O)c3c(nc4n3CCN4Cc3ccco3)n(C)c2=O)c1	6.1%	-1%	5%	5%
CC(C)c1ccc(OCc2nc(-c3ccccn3)no2)c(Br)c1	?	?	?	-58%[inhibitor]
NC(=O)Nn1c(CCC(=O)O)ccc1-c1ccc(Br)cc1	4.0%	5%	-1%	1%
CCc1ccccc1Nc1nn2c(=O)c3ccc(C(=O)NCc4ccccc4Cl)cc3nc2s1	-0.8%	6%	-3%	4%[10.9 µM]
O=C(COc1ccccc1)NCCc1csc(-c2ccc(F)cc2)n1	-0.8%	-8%	3%	-10%[10.9 µM]
CCC(CC)C(=O)N(c1ccc(F)cc1)C1C=CS(=O)(=O)C1 (configuration not stated)	-1.5%	-4%	?	-9%
CCc1cccc2c(C#N)cn(CC(=O)NCc3ccco3)c12	1.1%	8%	4%	-7%
C=CCc1cccc2cc(C(=O)NCCc3c(C)[nH]c4c(C)cccc34)c(=O)oc12	?	32%[activator]	-9%	10%[10.9 µM]
O=C(O)CCn1ccc2cc(S(=O)(=O)N3CCCCCC3)ccc21	?	-3%	-3%	-9%[10.9 µM]
Cn1c(=O)c2cc(S(=O)(=O)Nc3ccc4c(c3)OCO4)ccc2n(C)c1=O	-1.6%	-16%	-28%	-17%
CC(=O)N1c2ccc(S(=O)(=O)NCC3CCC(C(=O)Nc4cccc(F)c4)CC3)cc2CC1C (configuration not stated)	?	-18%	-12%	-20%[10.9 µM]

# As a short view, part of the list above:
smiles	IkB signaling	p53ts 39C kill	p53ts 32C tox	Imprint erasure
C=CCc1cccc2cc(C(=O)NCCc3c(C)[nH]c4c(C)cccc34)c(=O)oc12	?	32%[activator]	-9%	10%[10.9 µM]
O=C(O)CCn1ccc2cc(S(=O)(=O)N3CCCCCC3)ccc21	?	-3%	-3%	-9%[10.9 µM]
Cn1c(=O)c2cc(S(=O)(=O)Nc3ccc4c(c3)OCO4)ccc2n(C)c1=O	-1.6%	-16%	-28%	-17%
CC(=O)N1c2ccc(S(=O)(=O)NCC3CCC(C(=O)Nc4cccc(F)c4)CC3)cc2CC1C (configuration not stated)	?	-18%	-12%	-20%[10.9 µM]

# Additional structures follow.
# Second line of a record – IkB signaling	p53ts 39C kill	p53ts 32C tox	Imprint erasure
> COc1ccc(Cl)cc1S(=O)(=O)n1ccnc1C(C)C
 : -0.4%	-3%	3%	4%
> O=C(c1ccc(Br)s1)N1CCN(Cc2ccc3c(c2)OCO3)CC1
 : -2.9%	0%	8%	-30%
> CCCCc1nn2c(=O)cc(COC(=O)c3ccccc3NC(=O)C(C)(C)C)nc2s1
 : -1.1%	-16%	-3%	9%[10.9 µM]
> Cc1cc(F)ccc1NC(=O)Cn1c(=O)ccc2cc(S(=O)(=O)N3CCC(C)CC3)ccc21
 : 0.2%	-27%	6%	-3%[10.9 µM]
> C/C(Cl)=C/Cn1c(SCC(C)C)nc2c1c(=O)[nH]c(=O)n2C
 : 0.2%	0%	6%	-2%
> COCCCNC(=O)CN(c1ccc(OC)cc1)S(=O)(=O)c1ccc(NC(C)=O)cc1
 : 0.1%	14%	12%	-4%
> CCCCNC(=O)CC1N=C2c3ccccc3N=C(SCC(=O)Nc3ccccc3OC)N2C1=O (configuration not stated)
 : 2.3%	1%	13%	-10%
> Cc1cccc(-n2c(SCc3nc(-c4ccccc4C)no3)nnc2-c2ccccc2)c1
 : -1.5%	-4%	15%	-6%[10.9 µM]
> CC(C)c1cc(C(=O)NCc2ccc(F)cc2)no1
 : 2.1%	19%	2%	-12%[10.9 µM]
> NC(=S)NCCC[C@@H](N)C(=O)O
 : 1.6%	5%	6%	·
> CC1CC[C@@]2(OC1)OC1CC3C4CC=C5CC(O)CC[C@@]5(C)C4CC[C@]3(C)C1C2C (some centres not stated)
 : ·	1%	2%	1%
> Cc1ccccc1S(=O)(=O)Nc1cccnc1
 : ·	?	12%	·
> Cc1ccc(-c2ccc(CCC(=O)O)n2-c2cccc(C)c2C)cc1
 : ?	-1%	21%	-11%[10.9 µM]
> Cc1nc2cnc(N3CCNCC3)nc2n(Cc2ccc(F)cc2)c1=O
 : -3.6%[11.4 µM]	-19%	3%	·
> Cc1ccc(C(c2nnnn2CC2CCCO2)N2CCN(C(=O)c3ccco3)CC2)cc1 (configuration not stated)
 : 0.9%	-1%	3%	-5%
> Cn1cc(C2=C(c3ccc(Cl)cc3Cl)C(=O)NC2=O)c2ccccc21
 : ?	-1%	32%[activator]	-18%&-12%
> Cc1ccccc1NC(=O)CN1C(=O)CCn2nc(-c3cccn3C)cc21
 : -0.1%	-23%	-5%	-3%[10.9 µM]
